# DSG3 Ab inh: inhibitors of pemphigus antibody binding to human desmoglein-3. P32926. DSG3-coupled beads, scFv-anti-DSG3-GFP binding, flow cytometry; hits give low values. binding (percent of control), % at 10 µM. 0.48% of 310,000 active;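 active means binding more than 3 SD below its plate's average and above zero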;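 further: hits lower antibody fragment binding to DSG3; some compounds called inactive have numbers as strong as hits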
# HTR5A ag ctr: counter-screen for OPRM1-OPRD1 agonists: human HTR5A agonism; P47898; HTR5A agonist assay, luminescence, cell-based; activation, % at 9.3 µM; 0.61% of 340,000 active; AID 504692; in the data active means activation mostly above about 9.5%, no sharp cut-off; inactive means mostly below about 7.6%;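 further: 0% = cells with vehicle only and 100% = reference agonist; strong numbers were not always called active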
# HTR5A inv ag: inverse agonist of human HTR5A in OPRM1-OPRD1 counter-screen. P47898. HTR5A cell line, luminescence, inverse agonism. inhibition, % at 9.3 µM. 0.083% of 340,000 active; in the data active means inhibition mostly above about 23%, no sharp cut-off; inactive means mostly below about 18%;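 further: 0% = cells with DMSO and 100% = no-cell wells with DMSO; some compounds called inactive have numbers as strong as hits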
# phage Ecoli inh: E. coli growth loss with phage present. inhibition, % at 11.9 µM. 0.26% of 360,000 active. growth absorbance; in the data active means inhibition above about 11%
# AddAB inh: less growth of phage-infected E. coli with AddAB; E. coli expressing H. pylori AddAB, absorbance growth; inhibition, % at 11.9 µM; 0.29% of 330,000 active; AID 435030; in the data active means inhibition above about 12%;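 further: 0% = vehicle wells of infected cells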
# PfHsp90 set2: reduces growth (ATP signal) of yeast expressing P. falciparum Hsp90; S. cerevisiae expressing PfHsp90, BacTiter-Glo ATP, 48 h; yeast lacking PDR1 and PDR3 efflux regulators; inhibition, % at 9.4 µM; 0.32% of 310,000 active;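 active means every replicate shows inhibition above about 80%, whatever the replicate mean, limit read from the data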;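 further: 0% = DMSO neutral controls and 100% = 20 µM radicicol positive controls; yeast relying on Plasmodium falciparum Hsp90 in place of its own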
# SUMO Mot1 rescue: SUMOylation pathway inhibition by Mot1-301 growth rescue; growth rescue, % at 18.8 µM; AID 2716; S. cerevisiae Mot1-301 growth rescue, ATP luminescence, 38.5C; percent above DMSO median, 100 means doubled; 1% of 320,000 active;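 active means every valid replicate shows activation above 250% relative to neutral control wells; inactive means the rest, any valid replicate at or below 250%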;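 further: OY570 slx delta 5 strain wells were the positive control but not used for scaling; some compounds called inactive have numbers as strong as hits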
# OPRM1-OPRD1 inv: mu-delta opioid heterodimer inverse agonism | P35372+P41143 | cell-based MOR-DOR heterodimer luminescence | inhibition, % at 9.3 µM | 0.21% of 340,000 active | AID 504357; in the data active means inhibition above about 22%, passing the limit was not always enough;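 further: 0% = cells with DMSO and 100% = wells without cells with DMSO; values of inactives mirror those of a sister screen read the other way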
# Target sequence (P35372 whole entry, looked up): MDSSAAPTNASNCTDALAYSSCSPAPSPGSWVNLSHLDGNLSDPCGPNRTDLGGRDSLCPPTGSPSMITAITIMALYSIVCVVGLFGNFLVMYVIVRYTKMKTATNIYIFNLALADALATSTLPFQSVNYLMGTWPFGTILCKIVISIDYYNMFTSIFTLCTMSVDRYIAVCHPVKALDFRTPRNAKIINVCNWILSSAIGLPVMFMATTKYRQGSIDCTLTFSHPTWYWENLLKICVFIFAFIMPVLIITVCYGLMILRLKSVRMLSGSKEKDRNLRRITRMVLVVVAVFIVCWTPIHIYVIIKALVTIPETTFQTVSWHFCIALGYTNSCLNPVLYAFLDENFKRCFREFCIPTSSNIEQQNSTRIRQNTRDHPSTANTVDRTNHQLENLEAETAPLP
# Target sequence (P41143 whole entry, looked up): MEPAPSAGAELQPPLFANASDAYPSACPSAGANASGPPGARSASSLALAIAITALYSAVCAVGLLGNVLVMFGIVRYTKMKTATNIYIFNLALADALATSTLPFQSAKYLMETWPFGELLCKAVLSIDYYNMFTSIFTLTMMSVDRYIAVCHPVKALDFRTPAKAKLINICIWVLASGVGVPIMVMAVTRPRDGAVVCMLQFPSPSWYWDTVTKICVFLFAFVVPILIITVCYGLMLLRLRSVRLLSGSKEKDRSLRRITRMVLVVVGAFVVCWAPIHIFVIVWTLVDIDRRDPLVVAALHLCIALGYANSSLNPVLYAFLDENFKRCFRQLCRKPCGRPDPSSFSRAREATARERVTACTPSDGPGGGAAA
# MOR-DOR ag: OPRM1-OPRD1 heterodimerization agonism; P35372+P41143; cells, luminescence; activation, % at 9.3 µM; 0.3% of 340,000 active; AID 504326; in the data active means activation above about 18%;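 further: 0% = vehicle-treated cells and 100% = reference agonist; values of inactives mirror those of a sister screen read the other way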
# Ecoli viability: bacterial growth inhibition, counter-screen for AddAB inhibitors. 0.27% of 330,000 active. inhibition, % at 11.9 µM. E. coli V3065 growth, OD600 absorbance, 18 h. AID 449728;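 active means inhibition above the campaign's mean inhibition across all tested compounds plus 3 SD, cut at about 9.9% in these data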;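 further: uninfected addAB+ strain grown without phage in ampicillin broth; 0% = DMSO wells and 100% = ciprofloxacin 0.95 µg/ml wells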
# PKA-R1A act: activators of PKA-R1A complex | PKA-R1A dissociation, Cy5-IP20 fluorescence polarization; scaled: DMSO 0%, 113 µM cGMP 100% | 0.083% of 340,000 active | AID 504707 | activation, % at 11.4 µM | P00514+P68181;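 active means percent activation above the mean of all tested compounds plus 3 SD, cut at about 19% in these data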;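 further: higher means more PKAc released from R1A so a rise in polarization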
# Numbers without * were called inactive; i = inactive; . = no result given.
canonical_smiles	DSG3 Ab inh	HTR5A ag ctr	HTR5A inv ag	phage Ecoli inh	AddAB inh	PfHsp90 set2	SUMO Mot1 rescue	OPRM1-OPRD1 inv	MOR-DOR ag	Ecoli viability	PKA-R1A act
COCCNC(=O)C1CCN(S(=O)(=O)c2ccccc2)CC1	97	2	-4	0.2	-0.2	-28	-8	-17	2.8	-2.7	-10
O=C(C1CSC2(c3ccc(F)cc3)CCC(=O)N12)N1CCCCCC1 (configuration not stated)	106	0	-4	1.9	3.6	.	5	14	-3.0	-1.1	10
COc1cccc(NC(=O)CN(C)C(=O)c2cccc(NS(=O)(=O)c3ccc(Br)cc3)c2)c1	106	1	-2	2.5	.	-8	.	-1	0.2	.	-12
Cc1c(N=C/C=C2\N(C)c3ccccc3C2(C)C)c(=O)n(-c2ccccc2)n1C	82	48*	-125	-0.5	0.4	9	4	10	-1.8	0.1	-9
COc1ccc(C(=O)c2ccc(Cl)cc2)c(OC)c1OC	95	2	-8	0.0	.	-11	.	3	-0.5	.	-5
O=C(NCc1ccccc1)C1(c2cccc(F)c2)CCCC1	110	2	8	4.9	1.5	7	-12	-8	1.6	0.8	-5
Cc1cc(C(=O)N2CCCC(C(=O)c3ccc4ccccc4c3)C2)n(C)n1 (configuration not stated)	99	2	-6	4.1	1.5	-2	6	10	-1.8	0.6	-3
O=C(Nc1cccc(S(=O)(=O)N2CCCC2)c1)c1cc(S(=O)(=O)N2CCOCC2)ccc1F	99	-8	12	-3.0	-0.3	9	20	6	-1.0	-0.6	-9
Cc1cc(C)c2cc(C#N)c(N3CCCN(C(=O)c4cnccn4)CC3)nc2c1	.	-5	13	-1.4	4.0	20	17	3	-0.5	0.8	-13
c1ccc2oc(-c3[nH]ncc3CN3CCSCC3)cc2c1	101	-2	4	3.4	-1.4	1	39	-6	1.2	-1.5	-6

# Filtered by structure: those above containing a carbonyl joined to an NH by a bond outside any ring
canonical_smiles	DSG3 Ab inh	HTR5A ag ctr	HTR5A inv ag	phage Ecoli inh	AddAB inh	PfHsp90 set2	SUMO Mot1 rescue	OPRM1-OPRD1 inv	MOR-DOR ag	Ecoli viability	PKA-R1A act
COCCNC(=O)C1CCN(S(=O)(=O)c2ccccc2)CC1	97	2	-4	0.2	-0.2	-28	-8	-17	2.8	-2.7	-10
COc1cccc(NC(=O)CN(C)C(=O)c2cccc(NS(=O)(=O)c3ccc(Br)cc3)c2)c1	106	1	-2	2.5	.	-8	.	-1	0.2	.	-12
O=C(NCc1ccccc1)C1(c2cccc(F)c2)CCCC1	110	2	8	4.9	1.5	7	-12	-8	1.6	0.8	-5
O=C(Nc1cccc(S(=O)(=O)N2CCCC2)c1)c1cc(S(=O)(=O)N2CCOCC2)ccc1F	99	-8	12	-3.0	-0.3	9	20	6	-1.0	-0.6	-9

# (next part)
canonical_smiles	DSG3 Ab inh	HTR5A ag ctr	HTR5A inv ag	phage Ecoli inh	AddAB inh	PfHsp90 set2	SUMO Mot1 rescue	OPRM1-OPRD1 inv	MOR-DOR ag	Ecoli viability	PKA-R1A act
C[C@@H]1CCC[C@]2(O[C@@H](CCO)C[C@H](O)[C@H]2O)O1	96	3	-4	1.9	2.6	2	-9	16	-2.8	0.3	2
CCOC(=O)c1cc(-c2ccccc2)sc1NC(=O)C(C)Sc1nnnn1C (configuration not stated)	99	0	-8	0.0	2.8	-35	.	-4	0.6	1.6	-3
O=C(CN1C2CCCC1CC(NC(=O)c1ccco1)C2)Nc1ccccc1 (configuration not stated)	94	3	-20	2.1	2.7	.	-3	17	-3.6	-0.2	1
COc1ccc(/C=C(\NC(=O)/C=C/c2ccco2)C(=O)NCCc2nc3ccccc3[nH]2)cc1	100	-2	7	3.4	1.0	4	0	0	-0.1	0.9	-6
CC1CCN(S(=O)(=O)c2cccc(C(=O)Nc3ccccc3)c2)CC1	91	3	18	0.8	0.9	5	-9	5	-0.9	1.5	4
CC(C)c1cc(C(C)C)n2nc(N)nc2n1	99	-3	11	2.8	-0.2	2	8	15	-2.7	-0.6	2
CC(C)(C)C(=O)CSc1nc2ccccc2o1	82	1	-3	0.1	1.2	-11	-6	-1	0.2	0.0	-8
COc1cccc(C2(c3cccc(OC)c3)CC2C(=O)Nc2ccc(F)cc2)c1 (configuration not stated)	85	0	7	2.3	0.5	-7	3	10	-2.0	-1.2	-4
CN(C(=O)COC(=O)c1ccc2ccccc2n1)c1ccccc1	107	-1	5	0.8	2.6	1	-24	8	-1.6	0.2	-5
Cc1cc2nc3c(nc2cc1C)C(O)=C3O	115	5	11	2.7	3.3	-1	-12	-7	1.4	0.2	3

# Continuation.
canonical_smiles	DSG3 Ab inh	HTR5A ag ctr	HTR5A inv ag	phage Ecoli inh	AddAB inh	PfHsp90 set2	SUMO Mot1 rescue	OPRM1-OPRD1 inv	MOR-DOR ag	Ecoli viability	PKA-R1A act
Cc1ccc(C2(CCNCc3ccco3)CCOC(C(C)C)C2)cc1 (configuration not stated)	100	1	-4	-1.2	2.9	-10	-6	-34	6.3	-0.4	-9
CC(C)C(=O)Nc1nnc(CCc2ccccc2)s1	98	7	-27	1.8	-0.3	9	-3	13	-2.9	-3.2	-4
Cc1ccc(Oc2c(F)c(F)nc(N3CCCC3)c2F)cc1	97	-1	3	1.8	2.6	-2	0	4	-0.6	-1.8	-9
NC(=O)C1CCN(C(=O)c2cccc(CN3C(=O)c4ccccc4C3=O)c2)CC1	114	-8	20	1.6	-0.6	-7	50	15	-3.6	1.8	-8
CCOC(=O)N1CCN(C(=O)c2ccc(CS(=O)(=O)c3ccc(OC)cc3)o2)CC1	105	-2	7	1.8	2.8	-11	.	17	-3.4	-3.7	11
Cc1cc(N2CCN(C)CC2)nc2ccc(NC(=O)c3cccnc3Cl)cc12	.	6	-9	4.3	-1.4	.	-25	-8	1.4	0.6	0
O=C(N/N=C/c1ccco1)c1cc(-c2ccccc2)n[nH]1	89	-1	-9	-0.2	2.1	7	-35	-4	0.7	-1.9	10
CCOc1ccccc1N(CC(=O)NCCc1ccc(OC)c(OC)c1)S(=O)(=O)c1ccccc1	119	5	4	0.2	2.9	-24	-3	-6	0.7	2.3	1
COc1ccccc1-c1sc2ccccc2c1C#CC1(O)CCCCC1	102	5	5	0.8	2.1	-31	7	-11	2.3	0.1	-7
CN(C)CCCNc1cn[nH]c(=O)c1Cl	102	-1	-20	2.2	-0.2	-61	-24	15	-2.6	-0.2	10

# (list continues)
canonical_smiles	DSG3 Ab inh	HTR5A ag ctr	HTR5A inv ag	phage Ecoli inh	AddAB inh	PfHsp90 set2	SUMO Mot1 rescue	OPRM1-OPRD1 inv	MOR-DOR ag	Ecoli viability	PKA-R1A act
Cn1c(SCC(=O)c2ccccc2)nnc1C1COc2ccccc2O1 (configuration not stated)	111	2	-37	-1.5	3.1	-4	-15	11	-2.1	-1.0	-5
O=C(C1CCN(S(=O)(=O)c2ccc(-n3cnnn3)cc2)CC1)N1CCCCC1	.	-2	-13	-0.1	3.8	1	10	8	-1.2	-0.8	4
COc1ccc(C(C)=O)cc1CN1CCCCC1	96	1	20	1.3	-2.1	-8	74	-3	0.5	-3.9	7
COc1cccc(/C(O)=C2/C(=O)C(=O)N(CCCN3CCOCC3)C2c2ccncc2)c1 (configuration not stated)	105	8	-6	3.5	-0.5	13	-4	14	-2.5	1.0	-2
CCOc1ccc(N(CC(=O)N2CCCC2)S(=O)(=O)c2c(C)noc2C)cc1	109	1	-2	2.0	4.2	-15	-6	8	-1.7	0.1	-8
O=C(Nc1ccc(Cl)cc1)C1CCN(C(=O)c2ccco2)CC1	.	-2	6	6.0	5.4	-85	-15	6	-0.8	0.8	-4
Cc1nn(Cc2c(Cl)cccc2Cl)c(C)c1NC(=O)c1sc2ccccc2c1Cl	105	2	-2	0.8	0.8	-34	0	0	-0.1	-0.4	-3
Cc1nc(S(=O)(=O)Nc2ccccc2C(=O)NCC2CC2)cn1C	97	-2	3	0.8	0.9	-13	5	11	-2.2	-0.5	3
Cc1cc(Cl)cc(Cl)c1OCC(=O)NCc1ccco1	.	13	-25	-0.1	-1.0	58	33	14	-2.8	-3.1	-11
Oc1cccc2ccc(/C=C/c3cccs3)nc12	98	-1	4	-1.6	-4.3	-139	-14	-32	6.0	-6.4	-3

# Later entries.
canonical_smiles	DSG3 Ab inh	HTR5A ag ctr	HTR5A inv ag	phage Ecoli inh	AddAB inh	PfHsp90 set2	SUMO Mot1 rescue	OPRM1-OPRD1 inv	MOR-DOR ag	Ecoli viability	PKA-R1A act
CSc1cccc(NCc2ccc([N+](=O)[O-])cc2)c1	98	6	-15	2.3	-0.2	-17	-11	-2	0.4	-4.6	-10
CC(=O)c1cccc(NC(=O)C2C3CCC(C3)C2C(=O)O)c1 (configuration not stated)	102	-2	9	0.1	-0.2	0	21	13	-2.7	0.5	4
COc1cccc(NC(=O)N(CCN(C)C)C(C)c2cccnc2)c1 (configuration not stated)	95	8	-23	0.0	-2.7	-14	-13	15	-2.8	-1.5	-4
Cc1c(C(=O)N2CCN(c3ccccc3)CC2)sc2nc3n(c(=O)c12)CCC3	98	-2	8	-2.6	0.3	2	172	19	-3.5	0.2	-4
COc1cccc(N2CCN(C(=O)C3C4C=CC5(CN(Cc6ccccc6Cl)C(=O)C35)O4)CC2)c1 (configuration not stated)	104	1	11	2.8	-1.8	1	-11	8	-1.4	-4.4	2
CCCN1CCC(NC(=O)Nc2cccc3ccccc23)CC1	99	-6	-1	1.4	-2.8	-8	13	-12	2.4	0.3	-4
O=C(N/N=C/c1ccccn1)c1ccco1	.	4	-10	-0.9	0.7	-7	4	-1	0.2	-1.9	4
Cc1nc(=O)c(-c2ccccc2)c(C)n1-c1ccc(Br)cc1	102	.	.	3.6	0.3	.	14	.	.	-2.1	.
O=C(C1CCCN(S(=O)(=O)c2cnc[nH]2)C1)N1CCN(c2ccc(Cl)cc2)CC1 (configuration not stated)	105	4	-11	0.5	1.6	17	532*	-2	0.4	-1.1	0
Cc1ccc(NCc2ccc([N+](=O)[O-])s2)cc1	103	1	-5	-0.2	4.0	-31	i	9	-1.9	1.4	2

# Next part:
canonical_smiles	DSG3 Ab inh	HTR5A ag ctr	HTR5A inv ag	phage Ecoli inh	AddAB inh	PfHsp90 set2	SUMO Mot1 rescue	OPRM1-OPRD1 inv	MOR-DOR ag	Ecoli viability	PKA-R1A act
Cc1nc(N2CCCCC2)c2sc(=S)n(C)c2n1	111	4	-12	3.5	5.9	7	-18	17	-3.4	0.3	1
O=C(c1cccnc1NCc1ccccc1)N1CCOCC1	.	5	-12	1.8	0.9	38	7	-28	4.7	0.4	-1
O=C(N/C(=C\c1ccc([N+](=O)[O-])cc1)C(=O)N1CCCCC1)c1ccccc1	100	-5	12	3.3	0.2	-14	-14	2	-0.3	2.3	-1
CCOC(=O)C1(Cc2ccccc2C)CCCN(S(C)(=O)=O)C1 (configuration not stated)	92	-4	16	0.8	3.3	-1	-16	17	-3.7	-1.7	-6
CC(C)CCn1nnnc1CN1CCN(c2ccc(F)cc2)CC1	104	4	-10	4.6	1.9	11	-7	-9	1.7	0.6	-5
O=C(O)c1ccc(CN2C(=O)c3ccc(C(=O)O)cc3C2=O)cc1	94	3	-9	-1.3	-0.5	-3	0	9	-2.0	-0.1	2

# High-throughput results from PubChem.
